# LYP phosphatase: inhibitors of LYP phosphatase, biochemical, fluorescence intensity, uHTS (AID 1779) | recombinant LYP phosphatase, fluorescence intensity; higher % means a stronger effect | one-dose inhibition, % at 11.5 µM; IC50 in µM for titrated hits | 290,000 compounds, 0.054% hits; in the data active = inhibition above about 50%;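 also: plate controls were vehicle with enzyme for no effect and no enzyme for full effect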
# Myeloid diff 2: promotes myeloid progenitor differentiation. ER-HoxA9 myeloid progenitors, lysozyme-GFP differentiation, flow cytometry. calls only at 10 µM. 360,000 compounds, 1% hits. AID 624256;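 active = normalized GFP-positive differentiation at or above the plate's own cutoff, the solvent-only control mean plus 3 SD; inconclusive = no clear call, values can overlap the other calls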;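 also: cells exposed to compound for four days before flow analysis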
# Myeloid diff 2 GFP+ MAC1+ %: also measured in Myeloid diff 2; calls as there; GFP+ MAC1+ double positive, %; measured here: differentiation confirmed by MAC1 staining
# * = called active by the depositor; i = inactive; ? = inconclusive; / = no result given; + = active, no number. A portion of the library; the hit share may differ from the screen's.
smiles | LYP phosphatase | Myeloid diff 2 | Myeloid diff 2 GFP+ MAC1+ %
O=C(NCCCNC(=O)c1ccccn1)c1ccc(Br)cc1 | -6% | i | 4.6
CCc1noc(C)c1C(=O)N1CCCC(N2CCN(c3ccccc3F)CC2)C1 (configuration not stated) | -8% | i | 1.1
Cc1ccc(C(=O)N/N=C\c2ccncc2)s1 | -4% | i | 1.0
COc1ccc(/C(C)=N/NC(=O)c2ccncc2)cc1[N+](=O)[O-] | -5% | i | 0.1
CCN(CC)CCNC(=O)c1ccc(NC(=O)C2CCN(c3ncnc4sc(C)c(C)c34)CC2)cc1 | -7% | i | 6.5
CCOc1ccccc1Nc1ccc(C(=O)O)cc1N | -4% | i | 0.9
CSCCC(NC(=O)c1ccccc1)C(=O)NCc1ccc(S(N)(=O)=O)cc1 (configuration not stated) | -4% | i | 0.6
O=C(O)c1cc(=O)[nH]c2ccc(S(=O)(=O)Nc3ccc(F)cc3)cc12 | -7% | i | 1.0
Cc1cc(C)cc(NC(=O)c2cccnc2)c1 | -2% | i | 0.3
CCc1cccc(OCC2Cn3c(nc4c3c(=O)n(C)c(=O)n4C)O2)c1 (configuration not stated) | 2% | i | 0.8
Cc1ccc(Cl)cc1NC(=O)CN1CCN(S(=O)(=O)N2CCOCC2)CC1 | -6% | ? | /
Cc1cccc(CS(=O)(=O)Cc2ccc(C(=O)NCc3ccccc3)o2)c1 | -8% | i | 3.1
COc1ccc(-c2cn(-c3ccc(C)cc3C)c(=S)[nH]2)cc1OC | -2% | i | 0.4
COc1cc(C(=S)N2CCOCC2)ccc1OC(=O)c1ccccc1[N+](=O)[O-] | -6% | i | 0.3
Cc1cccc(NC(=O)CCN2CCC(C)CC2)c1 | -4% | i | 1.2
COC1CCCN(C(=O)c2cccc(OC3CCN(S(C)(=O)=O)CC3)c2)C1 (configuration not stated) | -16% | i | 4.7
Cc1cc(C)c(C(=O)N2CCCC(CNS(=O)(=O)N(C)C)C2)o1 (configuration not stated) | -9% | i | 3.4
Cc1ccc(C(=O)Nc2ccccc2C(=O)Nc2ccccn2)cc1Cl | -3% | i | 0.2
CN(C)CCCN(C(=O)c1ccc(S(=O)(=O)N2CCOCC2)cc1)c1nc2ccc(F)cc2s1 | -7% | i | 1.2
CCOC(=O)C1CCN(C(=O)C2(NC(=O)Nc3ccc(F)cc3F)CCCCC2)CC1 | -8% | i | 1.1

smiles | LYP phosphatase | Myeloid diff 2 | Myeloid diff 2 GFP+ MAC1+ %
O=C(CCS(=O)(=O)c1ccc(Br)cc1)NC1CCCCCC1 | -6% | i | 7.4
N=c1c(C(=O)NCCc2ccccc2)cc2c(=O)n3ccccc3nc2n1CC1CCCO1 (configuration not stated) | -33% | i | 0.0
Cc1ccnc(Cc2ccccc2)n1 | 0% | i | 0.0
COc1ccccc1N=Nc1ccc(O)c2ncccc12 | 6% | i | 1.0
CCC1CCCCN1S(=O)(=O)c1ccc(NC(=O)c2cccnc2)cc1 (configuration not stated) | -8% | i | 4.4
O=C(NC(=O)N1CCN(c2cccc(Cl)c2)CC1)c1ccc(Cl)cc1 | -11% | i | 0.4
Cc1cccc(CC(=O)N2CCCC2)c1 | 1% | i | 0.3
CCCN(CCC)S(=O)(=O)c1cc(CN2C(=O)c3cccnc3C2=O)ccc1OC | 1% | i | 0.4
COc1ccc(N(C(=O)c2cccnc2)S(=O)(=O)c2ccc(Cl)cc2)cc1 | -11% | i | 1.8
O=S1(=O)CCOCCCN1Cc1ccccc1Br | -6% | i | 0.6
Cc1ccn2c(c1)nc(=O)c1cc(S(=O)(=O)N3CCC(C)CC3)ccc12 | -10% | i | 1.7
CC(C)c1c(C(=O)N/N=C/c2ccccc2OCc2c(F)cccc2Cl)nnn1-c1nonc1N | 2% | ? | /
O[C@@H]1CN(Cc2ccccc2Cl)CC[C@H]1N1CCOCC1 | -9% | i | 1.1
CC(=O)c1cccc(NC(=O)NCc2ccc3c(c2)OCO3)c1 | -2% | i | 1.7
Cc1ccc([N+](=O)[O-])c(OCc2ncc(Cl)n2C)c1 | -2% | i | 0.0
C[C@]12CCC(=O)C=C1CC[C@@H]1[C@@H]2CC[C@@]2(C)[C@H]1CC[C@@]21CCC(=O)O1 | -4% | i | 0.5
Cc1nc(SCc2cccnc2)[nH]c(=O)c1C | -6% | i | 0.0
CCn1c(=O)c2cc(C(=O)N(C)CC(OC)OC)sc2c2ccccc21 | -6% | i | 0.9
O=C(Nc1ccc(O)cc1)c1ccc(NC(=O)C2CCCO2)cc1 (configuration not stated) | -10% | i | 3.2
C/C(=N\NC(=O)C1CC1)c1ccc(C)c(C)c1 | -9% | i | 5.8

# The list goes on, starting with the last three of the part before.
smiles | LYP phosphatase | Myeloid diff 2 | Myeloid diff 2 GFP+ MAC1+ %
CCn1c(=O)c2cc(C(=O)N(C)CC(OC)OC)sc2c2ccccc21 | -6% | i | 0.9
O=C(Nc1ccc(O)cc1)c1ccc(NC(=O)C2CCCO2)cc1 (configuration not stated) | -10% | i | 3.2
C/C(=N\NC(=O)C1CC1)c1ccc(C)c(C)c1 | -9% | i | 5.8
O=[N+]([O-])c1ccc(CN2CCN(c3ccc(Cl)cc3)CC2)o1 | -6% | i | 0.5
COc1ccc(-c2cc(C)no2)cc1S(=O)(=O)Nc1cccc(CN2CCCC2)c1 | -9% | ? | /
CCCCN(C)C(=O)Cn1nc(Cc2ccncc2)c2ccccc2c1=O | -1% | i | 0.4
CSc1ccc(C(=O)C2CCCN(C(=O)c3cc(C)n(C)n3)C2)cc1 (configuration not stated) | -7% | i | 2.9
COc1ccc(SCCc2nnc(-c3ccccc3)o2)cc1 | -7% | i | 1.4
COc1ccc(-c2c(C)nn3c(C)cc(C)nc23)cc1 | 8% | i | 0.3
Cc1cccc(/C=N/NC(=O)c2ccncc2)n1 | -10% | i | 1.0
O=C(NCCCN1CCOCC1)c1onc(CSc2nc3ccccc3[nH]2)c1C(=O)NCCCN1CCOCC1 | -12% | i | 1.4
O=C1N(Cc2ccccc2)c2ccc(Cl)cc2C12OCCO2 | -3% | i | 0.6
COc1ccc(Cc2nnc(SCC(=O)N(C)c3ccccc3)o2)cc1 | -10% | i | 0.8
O=C(NC1CCCCC1)C1CCCN1S(=O)(=O)c1ccc(Cl)cc1 (configuration not stated) | -15% | i | 0.5
CN1C(=O)C(Cc2cnc[nH]2)NC1=S (configuration not stated) | -2% | i | 0.8
O=P(CCCO)(Cc1ccccc1)Cc1ccccc1 | -10% | i | 1.2
COc1cccc(C(C(=O)NC2CCCCC2)N(C(=O)c2ccco2)c2ccccc2OC)c1 (configuration not stated) | -7% | i | 0.5
COC(=O)c1ccc(NC(=O)CCc2nnc3ccc(N4CCC5(CC4)OCCO5)nn23)cc1 | -8% | i | 1.6
Cc1cc(C)c(N2C(=O)CCCC2=O)c(Cl)c1 | -10% | i | 0.4
Cc1ncc(CN2CCCC(C(=O)Nc3ccc(-c4cscn4)cc3)C2)cn1 (configuration not stated) | -1% | i | 0.8
CCOc1ccc(CCNC(=O)c2cc3c(s2)CS(=O)(=O)C3)cc1OCC | -12% | i | 2.0
C=CCOc1cccc(C2C(C(=O)c3cc4ccccc4o3)=C(O)C(=O)N2c2cc(C)on2)c1 (configuration not stated) | -7% | i | 1.1
COc1ccc2sc(N(CCN(C)C)C(=O)c3ccc4ccccc4c3)nc2c1 | -13% | i | 0.0

smiles | LYP phosphatase | Myeloid diff 2 | Myeloid diff 2 GFP+ MAC1+ %
Cc1ccc(NC(=O)CCC(=O)NNC(=O)COc2ccc([N+](=O)[O-])cc2)cc1C | -4% | i | 0.0
COc1ccc(CCC(=O)Nc2ccc(C(=O)c3ccncc3)cc2)cc1 | -6% | i | 0.4
COc1ccc(CNC(=S)NCc2ccc(F)cc2)cc1 | -5% | i | 1.6
O=C(CN(C(=O)CCC(=O)Nc1nccs1)c1cccc(C(F)(F)F)c1)NCC1CCCO1 (configuration not stated) | -12% | i | 0.3
C=CCNC(=O)C1CCN(S(=O)(=O)c2ccc3ccccc3c2)CC1 | -10% | i | 0.6
CCc1c(C)c2ccc(OCC(=O)NCC3CCC(C(=O)O)CC3)cc2oc1=O (configuration not stated) | -17% | i | 3.3
COc1ccc2c(c1)c(C(=O)N/N=C/c1cccs1)c(C)n2C | 0% | i | 1.4
Cc1ccc(C(C)c2c(C)c([N+](=O)[O-])cc(C)c2[N+](=O)[O-])cn1 (configuration not stated) | -3% | i | 0.6
Cc1cc(=O)oc2cc(NC(=O)CCOc3ccccc3)ccc12 | -3% | i | 0.9
Cc1cc(NC(=O)c2ccccc2C)n(-c2cccc(F)c2)n1 | -6% | i | 0.4
COc1cc2c(cc1OC)CN(C(=O)CN1CCN(S(=O)(=O)c3ccc(C)c(C)c3)CC1)CC2 | -8% | i | 9.4
COc1ccc(CC(=O)Nc2ccc3c(c2)C(=O)N(CCC(=O)O)C3=O)cc1 | -5% | i | 0.9
COc1ccc(/C=C2\SC(=S)N(CCC(=O)N(CCO)Cc3ccccc3)C2=O)cc1OC | -3% | i | 1.4
CSCc1cc(N(C)c2ccccc2)nc(-c2ccccc2)n1 | -5% | i | 0.0
CCOC(=O)C1CCN(S(=O)(=O)c2ccc3c(c2)CC(C)N3C(=O)C2CC2)CC1 (configuration not stated) | -8% | i | 1.9
NC(=O)c1ccccc1NC(=O)CC1(CC(=O)O)CCCC1 | -10% | i | 2.9
COc1cccc(C(=O)Nc2cc(NC(=O)c3cccs3)ccc2C)c1 | -4% | i | 0.3
CCCS(=O)(=O)N1CCCC(C(=O)N2CCCCC2)C1 (configuration not stated) | -11% | i | 0.5
Nc1nonc1-n1nnc(C(=O)N/N=C/c2cc(Br)cs2)c1-c1ccccc1 | -6% | ? | /
CSc1nsc(SCC(=O)Nc2ccccc2C(=O)O)n1 | -3% | i | 1.8

# 3 structures out of the list, arranged by molecular weight, smallest number first:
smiles | LYP phosphatase | Myeloid diff 2 | Myeloid diff 2 GFP+ MAC1+ %
CCc1c(C)c2ccc(OCC(=O)NCC3CCC(C(=O)O)CC3)cc2oc1=O (configuration not stated) | -17% | i | 3.3
Nc1nonc1-n1nnc(C(=O)N/N=C/c2cc(Br)cs2)c1-c1ccccc1 | -6% | ? | /
COc1ccc(/C=C2\SC(=S)N(CCC(=O)N(CCO)Cc3ccccc3)C2=O)cc1OC | -3% | i | 1.4

# Two entries from above, with each value named.
Nc1nonc1-n1nnc(C(=O)N/N=C/c2cc(Br)cs2)c1-c1ccccc1
  LYP phosphatase = -6%	Myeloid diff 2 = ?	Myeloid diff 2 GFP+ MAC1+ % = /
CSc1nsc(SCC(=O)Nc2ccccc2C(=O)O)n1
  LYP phosphatase = -3%	Myeloid diff 2 = i	Myeloid diff 2 GFP+ MAC1+ % = 1.8

# Later entries:
smiles | LYP phosphatase | Myeloid diff 2 | Myeloid diff 2 GFP+ MAC1+ %
CC(C)(C)c1cc(NC(=O)c2cccs2)no1 | -10% | i | 2.4
COc1ccc(C)cc1NC(=O)c1ccc(S(=O)(=O)N2CCCCC2)cc1 | -1% | i | 1.6
COc1ccc(C(=O)Nc2nnc(CCc3ccccc3)s2)c(OC)c1 | -6% | i | 0.4
Cc1ccc(-c2ccnc3[nH]n(-c4ccccc4)c(=O)c23)cc1 | -5% | + | 0.4*
COc1ccccc1CCC(=O)Nc1ncc(C)s1 | -1% | i | 0.9
Cc1ccc(C(=O)NCC(=O)NCCCc2ccccc2)s1 | -4% | i | 1.0
OC1CCN(Cc2ccc3ccccc3c2)CC1 | -12% | i | 0.1
Cc1csc(NC(=O)c2ccc[nH]c2=O)n1 | -10% | i | 0.4
COc1cc(Br)cc(/C=C/c2ccc3cccc(O)c3n2)c1O | -1% | i | 0.3
CCCc1cc(=O)oc2c(C)c(O[C@@H]3O[C@H](CO)[C@@H](O)[C@H](O)[C@H]3O)ccc12 | -2% | i | 0.3
O=C(Cc1ccccc1)NCC(=O)OCc1cccc([N+](=O)[O-])c1 | 1% | i | 0.9
O=C(Nc1ccc(Cl)cc1)Nc1ccccn1 | -7% | i | 0.1
CC(=O)c1sc(NC(=O)c2cccs2)nc1C | 2% | i | 0.6
CC(=O)N1c2ccc(S(=O)(=O)N3CCC(C(=O)N4CCN(c5cc(Cl)ccc5C)CC4)CC3)cc2CC1C (configuration not stated) | 10% | i | 0.0
CCCCC(=O)N1CCN(c2nc(-c3ccc(F)cc3)cs2)CC1 | -4% | ? | /
O=C(Nc1ccc(C(=O)O)cc1)/C(=C\c1ccccc1)NC(=O)c1ccc(Br)cc1 | -4% | i | 1.7
COc1cccc(C(=O)COc2ccc(NC(=O)c3cccs3)cc2)c1 | -12% | i | 1.0
CCC(Cc1ccccc1)NC(=O)CCNS(=O)(=O)c1cc(Br)cnc1N (configuration not stated) | -11% | i | 0.4
Cc1cccc(N2CCN(CC(=O)NCc3ccccc3)CC2)c1C | -10% | i | 1.4
COc1ccc(C(=O)[C@H]2[C@H]3C(=O)N(c4ccccc4)C(=O)[C@H]3C3C=CC=NN32)cc1 (some centres not stated) | 4% | i | 0.3

smiles | LYP phosphatase | Myeloid diff 2 | Myeloid diff 2 GFP+ MAC1+ %
CSCCC(NC(=O)c1ccccc1)C(=O)N/N=C(\C)Cc1ccccc1 (configuration not stated) | -6% | i | 0.6
C=CCn1c(SCc2ccccc2F)nc2cc(C(=O)O)ccc2c1=O | -8% | i | 2.1
Cc1cc2oc(C(=O)Nc3nonc3C)c(C)c2cc1C | -5% | i | 0.4
Cc1[nH]n(-c2ccccc2)c(=O)c1N=Nc1cccc(C(=O)O)c1 | -3% | i | 1.0
CSc1ccc(/C=C2\C(=N)N3N=C(CC(=O)N4CCCCC4)SC3=NC2=O)cc1 | 5% | i | 1.4
O=C(NCc1ccccn1)C(=O)NCC1OCCN1S(=O)(=O)c1ccc(Br)cc1 (configuration not stated) | -10% | i | 1.5
COc1ccccc1CNC(=O)Cn1c(=O)oc2cc(S(=O)(=O)N3CCCC3)ccc21 | -10% | i | 0.8
